Source: PubChem BioAssay (Broad Institute)
esBAF inh: blocks esBAF chromatin remodeling in mouse ES cells | Bmi1-luciferase knock-in reporter, 24 h; 100% = twice the neutral-well signal | reporter increase, % at 12.5 µM | 350,000 compounds, 2% hits | AID 602393; in the data active = activation above about 40%;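 also: 0% = median of the plate's neutral control wells and 100% = double that signal; a rise in the Bmi1 reporter signal indicates esBAF inhibition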
ARNT TACC3 PPI: ARNT/TACC3 interaction disruption; AID 623870; inhibition, % at 9.99 µM; 390,000 compounds, 0.66% hits; AlphaScreen His-ARNT PAS-B/GST-TACC3 binding, luminescence; TACC3 fragment carries E629A point mutation; Q9Y6A5;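 active = mean inhibition of replicates at least 50% and at least half of replicates each reaching 50%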;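 also: 0% = complete ARNT plus TACC3 wells and 100% = ARNT alone without TACC3; many hits fall short of the cut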
SIRT5 block: sirtuin-5 (human) deacylase inhibition; Q9NXA8; AID 652115; Purified SirT5, succinyl-peptide AMC, trypsin-coupled fluorescence; inhibition, % at 15 µM; 330,000 compounds, 1.1% hits; in the data active = inhibition above about 15%
Target sequence (Q9NXA8 whole entry, looked up): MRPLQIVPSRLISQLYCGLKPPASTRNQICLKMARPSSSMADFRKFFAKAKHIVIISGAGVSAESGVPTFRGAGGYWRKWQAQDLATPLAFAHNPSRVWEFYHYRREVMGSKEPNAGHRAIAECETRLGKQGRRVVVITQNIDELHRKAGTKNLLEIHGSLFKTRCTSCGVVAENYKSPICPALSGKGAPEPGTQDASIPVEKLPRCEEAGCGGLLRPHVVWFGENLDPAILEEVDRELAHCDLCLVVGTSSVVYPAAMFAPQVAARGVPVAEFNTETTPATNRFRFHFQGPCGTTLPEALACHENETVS
Cneo AK release: causes C. neoformans cell lysis. adenylate kinase release luminescence, 4 h; normalised: neutral wells 0, clomiphene wells 100. lysis activity, % at 15 µM. 360,000 compounds, 0.2% hits. AID 651654;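 active = mean lysis activity across replicates of at least 80%, whatever share of replicates individually reach that level; inactive = mean lysis activity below 80%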
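Material: C. neoformans cells; Schedule: 4 h static compound exposure, 37 °C, read 1 h post-reagent; Measured by: adenylate kinase release luminescence; Read-out: signal increase indicating cell lysis; Controls: Clomiphene as positive lysis control.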
ERp5 block: blocks human ERp5 reductase activity on insulin; 350,000 compounds, 0.05% hits; AID 651711; ERp5 insulin aggregation, absorbance 650 nm, 90 min; inhibition, % at 9.99 µM;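 active = mean replicate inhibition above about 25%, with every replicate also reaching it, limit read from the data, passing the limit was not always enough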
Target sequence (Q15084 whole entry, looked up): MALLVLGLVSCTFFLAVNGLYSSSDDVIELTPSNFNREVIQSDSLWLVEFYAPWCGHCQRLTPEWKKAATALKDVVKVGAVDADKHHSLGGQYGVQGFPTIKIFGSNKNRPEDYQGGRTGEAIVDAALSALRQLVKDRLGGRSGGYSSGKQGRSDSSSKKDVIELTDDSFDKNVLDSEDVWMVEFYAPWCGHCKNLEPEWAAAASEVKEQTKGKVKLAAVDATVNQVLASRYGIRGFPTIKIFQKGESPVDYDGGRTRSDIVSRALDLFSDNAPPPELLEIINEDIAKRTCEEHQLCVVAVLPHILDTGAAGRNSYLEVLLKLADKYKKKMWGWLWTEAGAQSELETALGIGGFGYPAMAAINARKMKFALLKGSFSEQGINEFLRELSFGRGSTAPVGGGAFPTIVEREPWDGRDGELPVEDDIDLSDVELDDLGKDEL
C2C12 statin: protects C2C12 myotubes from simvastatin toxicity | ATP luminescence, 48 h; scaled: DMSO 0, geranylgeraniol control 100 | 330,000 compounds, 0.78% hits | rescue of ATP level, % at 7.49 µM;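 active = mean ATP rescue above about 67%, or every replicate alone reaching that limit, limit read from the data, passing the limit was not always enough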;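 also: myotubes were challenged with 10 µM simvastatin during compound exposure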
miR122 inh: blocks miR-122 activity in Huh7 sensor cells | activation (reporter increase), % at 12.5 µM | Huh7 miR-122 Renilla luciferase sensor, 48 h; neutral wells = 0, positive control = 100 | 340,000 compounds, 0.3% hits;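 active = mean replicate activation score at least 90 and every replicate individually at or above 90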;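 also: higher luciferase means less miR-122 activity so hits act as miR-122 inhibitors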
Starred values were filed as active, the others as inactive; x = not tested or not shown; & = joins results of further samples; [ ] = remark or other dose.

SMILES	esBAF inh	ARNT TACC3 PPI	SIRT5 block	Cneo AK release	ERp5 block	C2C12 statin	miR122 inh
O=C(O)c1ccccc1C(=O)OCc1c(-c2ccccc2)ncc2ccccc12	5	0	x	-1	19	2	18
CC1CN(C(=O)COC(=O)c2ccc3ccccc3c2)CC(C)O1 (stereo not drawn)	0	x	-1	1	-9	3	-30
CC(C)(C)NC(=O)c1ccc(COc2ccccc2Br)o1	0	-6	x	2	x	-1	x
CC(=O)Nc1ccc(-c2ccnc3c2CC(C)(C(=O)NC(C)C)O3)cc1 (stereo not drawn)	-1	x	x	1	0	0	-12
Cc1ccc([N+](=O)[O-])cc1NC1CC(O)C(CO)O1 (stereo not drawn)	x	1	-1	6	4	x	-2
Cc1ccc(C(=O)OC2=CC(=O)CC(C)(C)C2)cc1	8	1	x	1	x	4	0
CCOC(=O)c1c(NC(=O)C(C)OC(=O)C2=COCCO2)sc2c1CCCC2 (stereo not drawn)	9	-6	x	0	x	10	-3
CCOC(=O)Cc1csc(NC(=O)CCCCCN2C(=O)c3ccccc3C2=O)n1	-3	-2	x	1	0	10	-5
Nc1nnc(-c2ccccc2)c(-c2ccccc2)n1	-1	18	x	0	x	121*	x
O=C(CSCSCC(=O)NCC1CCCO1)NCC1CCCO1 (stereo not drawn)	-5	0	0	6	6	11	-3
CSc1ccccc1NC(=O)c1ccc(N2CC3CC(C2)c2cccc(=O)n2C3)c(NC(=O)c2cccnc2)c1 (stereo not drawn)	-3	28	12	0	-12	0	-9
COc1ccc(OC)c(S(=O)(=O)N2CCc3ccccc3C2)c1	1	-1	-1	-2	2	8	60
Cc1ccc(CN2CC(N3CCC(c4ccccc4)CC3)CS2(=O)=O)cc1 (stereo not drawn)	-7	x	0	0	-7	7	-2
Cc1ccc2[nH]c(C(=O)NCCN3CCCC3)cc2c1	1	1	-7	-1	4	7	x
CSCCNC(=O)c1ccc2nc(Cc3ccccc3F)oc2c1	70*	-3	0	0	5	-3	3
CCCc1cn(CC[C@H]2CC[C@H](NS(=O)(=O)c3ccccc3Cl)[C@@H](CO)O2)nn1	1	-15	4	-6	3	-4	x
Cc1cc2[nH]c(=O)c(=O)[nH]c2cc1S(=O)(=O)Nc1cccc(Cl)c1	2	-8	2	2	-8	-2	-6
CCOc1ccccc1N1CCN(C(=O)CNC(=O)c2sc3ccccc3c2Cl)CC1	0	-10	-2	0	18	0	-7
O=S(=O)(c1ccc2ccccc2c1)N1CCCOC1	14	-7	x	1	x	-1	1
Cc1cc(Cl)c2cc3ccccc3cc2n1	x	3	-3	-2	7	x	x
Cc1ccc(N2C(=O)CN=C2Nc2nc(C)cc(C)n2)cc1	x	-1	3	x	2	x	x
CCCNC(=O)Nc1ccc2c(c1)OC[C@H](C)N(Cc1ccc(-c3ccccn3)cc1)C[C@@H](C)[C@@H](OC)CN(C)C2=O	4	9	x	0	0	-10	x
CN1C(=O)c2cc(NS(=O)(=O)c3cccc(F)c3)ccc2OC[C@@H]2O[C@H](CC(=O)NCCN3CCCCC3)CC[C@@H]21	2	x	-2	0	1	-1	52[16.7 µM]
CCCn1nnnc1NCc1cccn1C	-10	-4	x	-2	x	3	-11
CCN(C(=O)COC(=O)CNC(=O)c1ccc(Cl)cc1Cl)c1c(N)n(Cc2ccccc2)c(=O)[nH]c1=O	-6	-6	0	0	-9	4	x
Next part
SMILES	esBAF inh	ARNT TACC3 PPI	SIRT5 block	Cneo AK release	ERp5 block	C2C12 statin	miR122 inh
O=C(OCc1c(Cl)cccc1Cl)c1cnccn1	-6	-1	x	-5	x	-12	-1
COC(=O)C1CSC(C(=O)OC)N1C(=O)Nc1c(C)cccc1C (stereo not drawn)	6	0	x	0	x	-9	23
Cc1ccc(S(=O)(=O)NCCC(=O)NNC(=O)C2COc3ccccc3O2)cc1 (stereo not drawn)	1	-1	-6	2	-15	-13	-11
O=C1OCCN1C(=O)[C@H]1[C@H](c2ccc([N+](=O)[O-])cc2)C(c2cccc(Cl)c2)=NN1c1ccc(Br)cc1	4	1	-1	-1	4	3	-1
CN(C)c1ccc(C(=O)OCC(=O)c2cccs2)cc1	x	-2	-1	x	0	x	x
C[C@@H]1CN([C@@H](C)CO)S(=O)(=O)c2ccc(-c3cccc(C#N)c3)cc2O[C@@H]1CN(C)C(=O)c1ccncc1	-4	-6	-2	1	1	-17	-10[16.7 µM]
CC(C)(Oc1ccc(Cl)cc1)C(=O)N/N=C/c1cn[nH]c1-c1ccccc1	-10	4	x	0	x	19	-2
Cc1c(-n2c(SCC(=O)N(C)C3CCS(=O)(=O)C3)nc3ccccc3c2=O)c(=O)n(-c2ccccc2)n1C (stereo not drawn)	-3	-3	-4	1	0	21	-8
Cc1cc(C)n2nc(C(=O)N3CCCC(CNS(=O)(=O)c4cccs4)C3)cc2n1 (stereo not drawn)	x	-5	1	x	3	x	x
CC(C)NC(=O)c1sc2nc3c(c(-c4cccs4)c2c1N)CN(C)CC3	5	0	x	1	x	-18	4
CNC[C@@H]1OCc2ccccc2-c2ccccc2C(=O)N([C@@H](C)CO)C[C@@H]1C	-2&1	-8	1	-1&-3	0&-1	-5&-4	-5
C[C@H](CO)N1C[C@H](C)[C@@H](CN(C)CC2CC2)OCc2cnnn2CCCC1=O	-2&2&-3	-7	-2&-5	1&4	4&-2	-7&7&-10	-4
Cc1ccc(C)c(S(=O)(=O)N2CCCC2CNC(=O)C(=O)NCc2ccccc2)c1 (stereo not drawn)	-3	0	1	-2	-6	13	-5
CCOc1ccc2oc(=O)cc(CN3CCN(C(=O)c4ccco4)CC3)c2c1	-5	-7	-1	-8	-5	3	x
CCCCc1cc(=O)oc2cc(OCC(=O)NCCN3CCOCC3)ccc12	-4	-30	8	-5	-13	-4	-9
COCCNC(=O)C[C@H]1C[C@H]2c3cc(NC(=O)NC4CCCC4)ccc3O[C@H]2[C@@H](CO)O1	3	-8	x	17	1	5	11[16.7 µM]
Cc1noc(C)c1C(=O)N1CCC1(C)C(=O)NS(=O)(=O)Cc1cccc(Cl)c1 (stereo not drawn)	-2	x	x	0	-1	11	-5
O=C1CCC(C(=O)N2CCCCO2)CN1Cc1cccc(F)c1 (stereo not drawn)	16	-1	3	-2	4	1	2
O=C(CN1C(=O)S/C(=C\c2cccc(Cl)c2)C1=O)NCCCn1ccnc1	3	-3	2	-2	4	4	-3
O=C(NCCCN1CCOCC1)c1ccc2nc(Cc3ccccc3F)oc2c1	9	1	0	0	-6	0	1
O=C(Nc1ccc(Br)cc1)C1Cc2ccccc2O/C1=N\O (stereo not drawn)	55*	11	-3	-3	5	4	-2
C[C@H](CO)N1C[C@H](C)[C@H](CN(C)C(=O)C2CCCCC2)Oc2cc(C3=CCCCC3)ccc2S1(=O)=O	-2	2	3	0	-6	-12	7[16.7 µM]
COc1cccc(NC(=O)CN2C(=O)NC(C)(CC(C)C)C2=O)c1 (stereo not drawn)	-8	-9	-3	-4	2	6	-6
O=C(Nc1ccccc1F)N1CCCCN2[C@H](C1)[C@@H](c1ccc(-c3cccnc3)cc1)[C@@H]2CO	x	-12	-1	0	1	x	20[16.7 µM]
Cc1nnc(SCC(=O)NC2CCS(=O)(=O)C2)n1Cc1ccccc1 (stereo not drawn)	7	-6	-4	3	1	-2	-1
Going on with the list:
SMILES	esBAF inh	ARNT TACC3 PPI	SIRT5 block	Cneo AK release	ERp5 block	C2C12 statin	miR122 inh
CCCCn1c(SCC(=O)NC2CC2)nnc1-c1ccncc1	-6	-8	1	x	2	0	0
COc1cccc(CN(C)C(=O)COc2ccc(C(=O)c3ccc(Cl)cc3)cc2)c1OC	-3	1	-1	-1	1	7	0
CC(=O)c1cccc([N+](=O)[O-])c1	-6	x	x	-3	3	-8	1
COc1cc(/C=N/NC(=O)c2cc(O)cc(O)c2)ccc1OC(=O)c1ccccc1	2	5	2	1	9	7	x
CCOC(=O)NC(NC(=O)OCC)C(=O)c1ccccc1	-9	5	x	0	x	7	-7
CC(C)NC(=O)N1CC[C@@H]2[C@@H](CO)N(C)c3ccc(-c4ccc(F)cc4)cc3[C@@H]21	3	10	-6	0	1	31	-6[16.7 µM]
Cc1ccc(NC(=S)NC(=O)c2ccc(-c3ccccc3)cc2)c(C)c1	-4	2	x	-6	x	-35	-8
CCO[C@H]1OC(C(=O)N2CCN(Cc3ccccc3)CC2)=C[C@@H](c2coc3ccccc3c2=O)[C@@H]1CCCO	3	0	-2	-1	3	0	-14
COc1cccc(-c2nc(CS(=O)(=O)CC(=O)N3CCN(c4ccccn4)CC3)c(C)o2)c1	-1	-1	1	1	-6	10	0
COc1ccc(NC(=O)c2ccc(CN3CCc4ccccc4C3)cc2)cc1OC	3	11	-5	-1	13	-8	4
COc1ccc(-c2noc(CCCC(=O)NC3CCCCC3)n2)cc1	-5	3	1	0	0	-23	-3
Fc1cc(F)c(C2SCCN2C(=S)Nc2cccc(C(F)(F)F)c2)c(F)c1 (stereo not drawn)	5	-1	0	-7	5	9	15
COc1cc(O)c(C(CCN2CCCC2)c2cc(OC)c(OC)c(OC)c2)c(OC)c1 (stereo not drawn)	-1	9	x	4	2	-2	-5
O=C1C2CCCCN2C(=O)N1CCCCN1CCN(c2ccccc2Oc2ccccc2)CC1 (stereo not drawn)	-4	11	-2	1	5	9	-9
